ASM inhibitor: blocks human secretory acid sphingomyelinase; placental ASM, HMU-PC fluorogenic substrate, 60 min; Potency, µM (highest dose often 57.5 µM), inactives show at the top dose activity change, negative = inhibition, hits mostly inhibitors; hit rate 0.006% among 340,000; AID 504937; further: potency means the concentration at half of the fitted maximal effect
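Human placenta-derived ASM preincubated with compound 10 min at room temperature, then reacted with 9 uM (final) fluorogenic HMU-PC substrate for 60 min at 37 C. Stop solution raises pH to 10; fluorescence read at Ex 386/Em 447 nm.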
PTAP TSG101 blk: blocks PTAP/TSG101 interaction to inhibit HIV-1 budding; Q99816; Fluorescence polarization, FITC-PTAP peptide / Tsg101 binding; Potency, µM (top dose mostly 115 µM), for inactives: at the highest dose activity change, negative = inhibition, usual class: inhibitors; 340,000 tested, under 10 active; active means well fitted inhibition curve with a large enough effect in the main read-out, with a control signal flat, not every such curve was filed as active; inconclusive means small, poorly fitted or top-dose-only effect, or effect the other way, or a change in a side signal; inactive means no such curve, though single readings can be large or run the other way; further: potency means the concentration at half of the fitted maximal effect; % of control where 0% means no effect
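Fluorescence polarization binding of Tsg101 binding domain (10 uM final) to FITC-labeled PTAP peptide (50 nM final) in HEPES pH 7.5 buffer with NaCl, Tween 20, EDTA, TCEP. Compounds added before peptide; binding 20 min at RT.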
Integrin act MD: activators of alpha7 integrin expression for muscular dystrophy. hit rate 0.064% among 350,000. Potency, µM (doses to about 38.3 µM), for inactives: at the top dose activation, usual class: activators. alpha7betagal myoblasts, beta-gal FDG fluorescence, 48 h. AID 624291;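 further: potency means the concentration at half of the fitted maximal effect; 100% = response of the positive control SU9516; nearly all actives have a fitted effect of over 60% in size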
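Alpha7betagal+/- myoblasts (passage 13) were plated 16-24 hr, then exposed to compounds (1:260 dilution of DMSO stock) for 48 hours at 37C. After MPER lysis, β-galactosidase reporter activity was read as FDG fluorescence (ex 480/em 540) after 30 minutes.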
TSHR antag: human thyrotropin receptor antagonism; P16473; TSHR-expressing cells, TSH-stimulated cAMP HTRF, 2 h; hits give low values; activity change, negative = inhibition, % at 11.5 µM; hit rate 0.2% among 330,000;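 active means activity change below a set negative limit, meaning inhibition stronger than a set level, cut at about -70% in these data; inconclusive means activity change between two set negative limits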; further: on the % scale 0 is the no-effect control and ±100 the full control effect
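Freshly harvested TSHR cells receive pin-tooled compound, then EC80 TSH at 4nM final. After 2 hours at 37 deg C, antibody in lysis buffer and cAMP-d2 are added; 30 minutes at ambient temperature precede the HTRF read.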
A-T KAP1 phos: potential ataxia-telangiectasia treatment; AID 485349; hit rate 0.19% among 320,000; Potency, µM (top dose mostly 57.5 µM), for inactives: at the top dose activation, most hits filed as activators; […] A-T fibroblasts, KAP-1 phosphorylation AlphaLISA; neocarzinostatin DNA damage 30 min before lysis; further: potency means the concentration at half of the fitted maximal effect; % of control where 0% means no effect; nearly all actives have a fitted effect of over 45% in size
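ATM-like activity read as KAP-1 phosphorylation via AlphaLISA donor/acceptor antibody pairs after lysis and 6 hr at 25C. Cells were ATM-null patient fibroblasts ([…], hTERT), dosed 60 min, then exposed to the DSB inducer NCS for 30 min.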
Mito fusion yeast: mitochondrial division inhibition or fusion activation | S. cerevisiae fusion-defective mutant growth rescue, CellTiterGlo 48 h | Potency, µM (top dose mostly 46.1 µM), for the others: at the top dose growth rescue (activation), actives largely listed as activators | hit rate 0.23% among 320,000 | AID 485298;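 further: potency means the concentration at half of the fitted maximal effect; % of control where 0% means no effect; nearly all actives have a fitted effect of over 45% in size; temperature-sensitive fusion mutants such as fzo1-1 at 37 °C on non-fermentable ethanol glycerol medium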
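Compounds are tested for their ability to restore growth of mitochondrial fusion-defective yeast strains at non-permissive 37C in YPEG medium over 48 hours. Viability is quantified by luciferase luminescence.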
ELG1 DNA repair: blocks ELG1-dependent DNA repair in HEK293T cells; Potency, µM (doses to about 46.1 µM), for the others: at the top dose activity change, negative = inhibition, actives largely listed as inhibitors; HEK293T ELG1-luciferase reporter, luminescence, 16 h; DNA damage induced by 5-fluorouridine; hit rate 2.3% among 330,000; further: potency means the concentration at half of the fitted maximal effect; on the % scale 0 is the no-effect control and ±100 the full control effect; nearly all actives have a fitted effect of over 55% in size
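5-Fluorouridine DNA damage + compound/DMSO, 2,000 cells/well, 16 h, 37 °C/5% CO2. ONE-Glo, 30 min RT, luminescence. Readout = decrease in reporter signal.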
TCR act: activates T cell receptor signaling | primary human leukocytes, anti-CD3, IL-2 HTRF, 48 h | Potency, µM (titrated, usually from 9.22 µM), for the others: at the top dose activation of IL-2 secretion, hits mostly activators | 330,000 tested, under 10 active; further: % of control where 0% means no effect
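HTRF read-out of IL-2 secretion: europium cryptate donor excited at 320nm, d2 acceptor emission at 665nm. Cells were primary human leukocytes incubated 48 hr with compounds and a-CD3 beads, supplying TCR signal only.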
BCR signal inh: chronic active BCR signaling inhibition; Potency, µM (series often up to 46.1 µM), for the others: top-dose ratio change, negative = lower green/red ratio, actives largely listed as inhibitors; ABC-DLBCL IkBa-CBG/CBR reporter, luminescence ratio, 4 h; hit rate 0.05% among 340,000; active means well fitted inhibition curve with a large enough effect in the signal ratio, with a control signal flat, not every such curve was filed as active; inconclusive means small, poorly fitted or top-dose-only effect, or effect the other way, or a change in a side signal; the % refers to the signal ratio;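 further: potency means the concentration at half of the fitted maximal effect; plate controls were basal doxycycline-induced cells for no effect and cells given 10 µM MG132 for full effect; MG132 reads +100%, hits lower the ratio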
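Cell line TMD8 (human ABC DLBCL), stably expressing tet-inducible CBG68-IkBa fusion and CBR; IMDM/0.5% FBS; cpd up to 46 uM; dox induction, 4 h, 37C/5% CO2; dual luminescence; green/red ratio; MG132 control.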
Eya2 inh: inhibitors of human Eya2 phosphatase activity; O00167; recombinant Eya2, OMFP fluorescence dephosphorylation (OMFP is methylfluorescein phosphate); Potency, µM (doses to about 76.9 µM), for the others: at the highest dose activity, negative = inhibition, usual class: inhibitors; hit rate 0.006% among 330,000; further: potency means the concentration at half of the fitted maximal effect; on the % scale 0 is the no-effect control and ±100 the full control effect
Target sequence (O00167 whole entry, looked up): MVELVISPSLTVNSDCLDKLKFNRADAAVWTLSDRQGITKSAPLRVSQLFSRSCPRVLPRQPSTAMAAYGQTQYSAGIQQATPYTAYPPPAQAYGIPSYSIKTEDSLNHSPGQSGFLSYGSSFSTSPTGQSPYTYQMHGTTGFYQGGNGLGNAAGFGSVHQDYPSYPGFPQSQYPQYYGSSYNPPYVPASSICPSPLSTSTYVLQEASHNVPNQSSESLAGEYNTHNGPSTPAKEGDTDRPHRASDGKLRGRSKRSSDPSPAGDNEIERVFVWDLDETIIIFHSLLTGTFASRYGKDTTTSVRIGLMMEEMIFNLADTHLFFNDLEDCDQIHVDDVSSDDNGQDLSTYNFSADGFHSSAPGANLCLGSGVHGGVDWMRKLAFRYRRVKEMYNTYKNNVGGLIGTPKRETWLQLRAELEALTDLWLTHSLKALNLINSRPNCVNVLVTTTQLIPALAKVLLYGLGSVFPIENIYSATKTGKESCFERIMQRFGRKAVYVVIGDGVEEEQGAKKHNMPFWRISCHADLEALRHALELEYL
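Eya2 protein (added as 0.2 uM solution) was preincubated with compound for 10 min at ambient temperature in 50 mM HEPES pH 7.5, 50 mM NaCl, 5 uM MgCl2, 0.05% BSA, 1 mM DTT. OMFP (added at 50 uM) then reacted 10 min; fluorescence read at 485/525 nm.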
Tb PFK inh: inhibitors of T. brucei phosphofructokinase. O15648. AID 485367. Potency, µM (top dose mostly 57.5 µM), inactives show at the top dose activity, negative = inhibition, usual class: inhibitors. T. brucei PFK, ADP-Glo luminescence. hit rate 0.17% among 330,000;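 further: potency means the concentration at half of the fitted maximal effect; 0% = uninhibited 1x PFK enzyme wells and -100% = no-enzyme wells; nearly all actives have a fitted effect of over 60% in size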
Target sequence (O15648 whole entry, looked up): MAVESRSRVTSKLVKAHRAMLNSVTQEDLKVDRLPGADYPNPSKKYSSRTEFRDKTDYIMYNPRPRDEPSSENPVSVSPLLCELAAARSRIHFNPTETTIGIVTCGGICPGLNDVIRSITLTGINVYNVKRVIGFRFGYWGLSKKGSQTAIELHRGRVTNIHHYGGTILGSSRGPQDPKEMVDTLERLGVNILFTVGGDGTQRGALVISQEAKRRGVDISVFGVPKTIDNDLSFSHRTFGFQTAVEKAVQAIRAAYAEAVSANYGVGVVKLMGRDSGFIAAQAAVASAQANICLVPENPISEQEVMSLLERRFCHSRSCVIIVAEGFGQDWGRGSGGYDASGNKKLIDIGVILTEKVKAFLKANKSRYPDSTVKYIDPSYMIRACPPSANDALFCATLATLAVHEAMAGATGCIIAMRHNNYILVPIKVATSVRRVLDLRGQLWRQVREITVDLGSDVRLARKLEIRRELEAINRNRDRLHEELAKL
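Luminescent ADP detection (ADP-Glo, two-step: ATP depletion then ADP-to-ATP conversion for luciferase) reported PFK activity after 45 min room-temperature reaction of 1.25 nM enzyme with 0.5 mM F6P and 0.1 mM ATP at pH 8.0.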
Active calls of the source: *; i = inactive; ? = inconclusive; . = no result given; [ ] = remark or other dose. Unless noted, the call rests on the fitted dose curve; in most records, active means well fitted curve in the direction sought with a large enough effect; inconclusive means small, poorly fitted or top-dose-only effect, or another doubt; inactive means no such curve, though single readings can be large; an effect the other way counts as inactive or inconclusive. Random draw from the library; about 3.2% have a hit in one of these screens.

Second line of a record: ASM inhibitor | PTAP TSG101 blk | Integrin act MD | TSHR antag | A-T KAP1 phos | Mito fusion yeast | ELG1 DNA repair | TCR act | BCR signal inh | Eya2 inh | Tb PFK inh
- CCNc1nc(N)c(C(=C(C#N)C#N)c2ccccc2)s1
    i | -6% | 18% | -13 | 14% | 2% | -8% | -3% | 14% | -3% | 4%
- Cc1ccccc1NS(=O)(=O)c1ccc(NC(=O)N2CCCCC2)cc1
    -3% | . | -28% | 7 | 0% | 1% | -17% | 1% | -7% | 19% | -10%
- N#CCCN/N=C(/Cc1nc2ccccc2[nH]1)c1cccc(Cl)c1
    14% | 0% | -17% | 0 | 8% | 1% | -14% | -13% | ? | 7% | 5%
- COc1ccc(C2NC3=C(CCC3)C3(C#N)C(OC)(OC)N=C(N)C23C#N)cc1 (stereo not given)
    42%[activator] | -5% | -15% | 16 | -4% | 3% | -2% | -1% | ? | 4% | -2%
- Cc1cc2n(n1)C(c1ccccc1)Nc1ccccc1-2 (stereo not given)
    0% | -1% | 0% | 5 | 5% | -1% | -8% | -5% | ? | -31% | -9%
- COc1ccc(C(=O)O)cc1S(=O)(=O)Nc1ccc(Oc2ccccc2)cc1
    7% | -1% | 30% | -2 | 8% | -2% | 0% | -1% | ? | 8% | 5%
- O=C1N(Cc2cccc(Cl)c2)C[C@@H]2C[C@@H](c3cccc4ncccc34)N3CCC[C@@]123
    1% | 2% | 20% | -16 | 3%[11.5 µM] | -2% | ? | -1% | ? | 2% | -3%
- Cn1cc(C(=O)NC2CCCCC2)c(=O)c2cc(S(=O)(=O)N3CCOCC3)ccc21
    -1% | -4% | 12% | -11 | -17% | 1% | -2% | -3% | 6% | -5% | 4%
- C[C@H]1C(c2ccc(F)cc2)=NN(c2ccccc2)[C@@H]1CO
    i | 2% | 16% | 20 | ? | . | 5% | -7%[46.1 µM] | -1% | -8% | 0%
- CCOC(=O)COc1ccccc1C1Nc2ccccc2C(=O)N1c1cccc(Cl)c1 (stereo not given)
    348%[activator] | 6% | 15% | 14 | 15% | 0% | ? | 8% | ? | ? | 0%
- COc1cc(-c2nnc(SCC(=O)N3c4ccccc4Sc4ccccc43)o2)cc(OC)c1OC
    -5% | -2% | 10% | -1 | -1% | 6% | 7.3µM* | -6%[46.1 µM] | 8% | -6% | 0%
- O=C(CSc1nc(O)c(Cc2ccccc2)c(=O)[nH]1)Nc1nnc(SCc2ccccc2)s1
    -9% | -2% | 1% | -6 | -1% | 3% | -6% | -7% | 3% | 14% | ?
- COc1cccc(OCC(Cn2c(C)nc3ccccc32)OC(C)=O)c1 (stereo not given)
    -2% | -3% | ? | 0 | 4% | 0% | ? | -6% | -4% | -10% | -4%
- O=c1cc(-c2ccccc2)nc(SCCOc2ccccc2Cl)[nH]1
    4% | -14% | 22% | -13 | -1% | 1% | -15% | -4% | 4% | -11% | 5%
- CCn1cc(/C=N/NC(=O)c2cc3c(ccc4ccccc43)o2)c2ccccc21
    0% | -2% | 4% | 5 | 1% | 9% | ? | -19% | -5% | 9% | 2%
- Cc1ccc(C(=O)Oc2ccccc2C(=O)N2CCOCC2)cc1
    2% | -4% | 18% | 15 | -1% | 2% | -13% | 1%[46.1 µM] | -12% | -3% | 2%
- O=C(c1ccc(CNc2c(N3CCCC3)c(=O)c2=O)cc1)N1CCN(C2CCCCC2)CC1
    6% | -3% | -8% | -4 | -1% | 3% | 9% | 6% | 3% | 6% | 2%
- CCc1ccccc1N(C)S(=O)(=O)c1ccc2[nH]cc(C(=O)O)c(=O)c2c1
    16% | -1% | 13% | -8 | -4% | -5% | 2% | . | 5% | 13% | -4%
- CCOc1cc(C(=O)Nc2ncn[nH]2)cc(OCC)c1OCC
    -1% | -3% | -13% | -5 | 19% | -1% | 0% | -14% | 10% | 15% | -2%
- O=C(CCC(=O)NCc1ccccc1)NCc1ccccc1
    0% | 3% | 28% | 1 | 2% | 1% | 18% | -3% | 1% | 9% | 4%

Remaining list, next part.
Second line of a record: ASM inhibitor | PTAP TSG101 blk | Integrin act MD | TSHR antag | A-T KAP1 phos | Mito fusion yeast | ELG1 DNA repair | TCR act | BCR signal inh | Eya2 inh | Tb PFK inh
- O=C(NC(C(=O)NCCN1CCOCC1)C12CC3CC(CC(C3)C1)C2)C1CCCCC1 (stereo not given)
    -3% | -3% | 5% | -6 | . | -1% | 4% | 2% | 2% | 1% | 2%
- Cc1ccccc1NC(=O)C(=O)NCCc1c[nH]c2ccccc12
    1% | 4% | 19% | -1 | -5% | -8% | 16% | 1% | ? | 6% | -13%
- COc1ccc2c(c1OC)C(=O)N1C2SC[C@H]1C(=O)NC1CC(C)(C)NC(C)(C)C1 (stereo not given in full)
    4% | -6% | 31% | 59 | -2% | -7% | 0% | 7% | 0% | 4% | 2%
- CCc1ccc(-n2c(=S)sc3c(=O)n(-c4ccccc4)c(SCC(=O)O)nc32)cc1
    35% | -7% | 0% | -2 | 4% | 1% | 4% | -4% | 3% | -2% | 2%
- O=C(Nc1ccc(N2CCOCC2)c(Cl)c1)c1cc(F)c(F)cc1Cl
    -5% | -4% | -26% | -12 | -1% | -1% | ? | 1% | ? | -4% | -1%
- O=[N+]([O-])CC(c1ccc(F)cc1)c1c[nH]c2ccccc12 (stereo not given)
    0% | -3% | -42% | 7 | 13% | 27% | ? | -5% | -1% | -17% | -1%
- CC1CCC2(CC1)NC(=O)N(CC(=O)N1CCOCC1)C2=O (stereo not given)
    -1% | 0% | -10% | -6 | -2% | . | 9% | -17% | -11% | 6% | 6%
- O=C(O)C1CCCN(S(=O)(=O)c2ccc(F)cc2)C1 (stereo not given)
    0% | -1% | 24% | 8 | -5% | -3% | -2% | -20% | 12% | -9% | 0%
- Cc1nc2ccccc2c(=O)n1NC(=O)c1cncc(Br)c1
    -2% | 1% | 0% | 4 | 9% | -1% | 20% | 3% | 2% | -2% | 2%
- COc1ccccc1Nc1nc(NCC2CCCO2)c2ccccc2n1 (stereo not given)
    15% | -3% | 8% | -16 | 13% | 11% | ? | 2% | ? | -4% | 0%
- CCn1cc(C(=O)NC2CCc3ccccc32)c(=O)c2ccc(C)nc21 (stereo not given)
    . | . | . | 26 | -1% | 3% | 8% | . | 8% | 3% | -5%
- O=C1c2cccnc2C(=O)N1Cc1ccc(S(=O)(=O)NCc2ccco2)s1
    -2% | 0% | 30% | 27 | -7% | 14% | 12% | -5% | -2% | 8% | 3%

4 entries picked at random from the list so far:
Second line of a record: ASM inhibitor | PTAP TSG101 blk | Integrin act MD | TSHR antag | A-T KAP1 phos | Mito fusion yeast | ELG1 DNA repair | TCR act | BCR signal inh | Eya2 inh | Tb PFK inh
- CCOc1cc(C(=O)Nc2ncn[nH]2)cc(OCC)c1OCC
    -1% | -3% | -13% | -5 | 19% | -1% | 0% | -14% | 10% | 15% | -2%
- N#CCCN/N=C(/Cc1nc2ccccc2[nH]1)c1cccc(Cl)c1
    14% | 0% | -17% | 0 | 8% | 1% | -14% | -13% | ? | 7% | 5%
- Cc1nc2ccccc2c(=O)n1NC(=O)c1cncc(Br)c1
    -2% | 1% | 0% | 4 | 9% | -1% | 20% | 3% | 2% | -2% | 2%
- CCNc1nc(N)c(C(=C(C#N)C#N)c2ccccc2)s1
    i | -6% | 18% | -13 | 14% | 2% | -8% | -3% | 14% | -3% | 4%

Source: PubChem
